Bioassay records deposited in PubChem by several laboratories.
SRC1 inh: SRC1 coactivator transcriptional activity inhibitors, primary screen, cell-based, luminescence; Nuclear receptor coactivator 1 (Homo sapiens), Q15788; HEK293 GAL4-SRC1 luciferase reporter; inhibition, % at 3.6 µM; actives 0.12% (n = 360,000); AID 588354, 2011;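 active = inhibition above the campaign mean plus 3 SD, with each screening campaign given its own cutoff, cut at about 60% in these data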;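 note: 0% = DMSO treated cells and 100% = gossypol at 36 µM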
LMP1 NFkB inh: EBV LMP1-driven NF-kappaB luciferase reporter inhibitors, primary screen, cell-based, luminescence, single point; LMP1-induced NF-kappaB luciferase reporter cells; inhibition, % at 12.5 µM; actives 0.69% (n = 350,000); AID 504558, 2011; in the data active = inhibition above about 41%;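 note: 0% = neutral control wells and 100% = reference inhibitor control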
NR5A2 inv ag: LRH-1 (NR5A2) inverse agonists, primary screen, cell-based, luminescence, HEK293T, StAR-luciferase reporter; Nuclear receptor subfamily 5 group A member 2 (Homo sapiens), O00482; actives 0.13% (n = 360,000); LRH-1 transfected, 24 h; inhibition, % at 3.6 µM;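 active = inhibition above the mean inhibition of all tested compounds plus 3 SD, cut at about 73% in these data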;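 note: 0% = DMSO wells and 100% = reporter-only cells lacking LRH-1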
Target sequence (O00482 whole entry, looked up): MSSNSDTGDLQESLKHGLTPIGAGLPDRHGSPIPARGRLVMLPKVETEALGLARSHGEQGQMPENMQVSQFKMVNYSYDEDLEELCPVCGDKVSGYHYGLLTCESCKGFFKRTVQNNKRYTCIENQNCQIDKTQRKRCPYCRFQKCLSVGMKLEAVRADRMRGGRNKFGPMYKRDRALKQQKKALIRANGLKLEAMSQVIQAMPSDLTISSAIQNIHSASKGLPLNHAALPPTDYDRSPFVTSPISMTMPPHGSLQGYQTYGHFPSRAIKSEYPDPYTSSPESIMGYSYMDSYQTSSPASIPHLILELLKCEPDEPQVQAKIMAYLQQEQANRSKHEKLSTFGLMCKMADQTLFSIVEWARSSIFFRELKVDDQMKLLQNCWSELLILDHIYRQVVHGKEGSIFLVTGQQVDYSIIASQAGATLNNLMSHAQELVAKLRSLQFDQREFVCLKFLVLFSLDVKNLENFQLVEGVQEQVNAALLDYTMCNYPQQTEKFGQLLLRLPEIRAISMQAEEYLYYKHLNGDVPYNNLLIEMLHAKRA
COUP-TFII inh: NR2F2 transcriptional activity inhibitors, primary screen, cell-based, luciferase reporter, HEK293T, luminescence; COUP transcription factor 2 (Homo sapiens), P24468; HEK293T NGFI-A luciferase reporter; inhibition, % at 8.6 µM; actives 0.7% (n = 370,000);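 active = inhibition above a per-plate cutoff, mean inhibition of test wells between control levels plus 3 SD, cut at about 38% in these data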;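 note: cells cotransfected with COUP-TFII expression vector driving the NGFI-A reporter; 0% = median of COUP-TF2 test wells and 100% = reporter-only cells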
Target sequence (P24468 whole entry, looked up): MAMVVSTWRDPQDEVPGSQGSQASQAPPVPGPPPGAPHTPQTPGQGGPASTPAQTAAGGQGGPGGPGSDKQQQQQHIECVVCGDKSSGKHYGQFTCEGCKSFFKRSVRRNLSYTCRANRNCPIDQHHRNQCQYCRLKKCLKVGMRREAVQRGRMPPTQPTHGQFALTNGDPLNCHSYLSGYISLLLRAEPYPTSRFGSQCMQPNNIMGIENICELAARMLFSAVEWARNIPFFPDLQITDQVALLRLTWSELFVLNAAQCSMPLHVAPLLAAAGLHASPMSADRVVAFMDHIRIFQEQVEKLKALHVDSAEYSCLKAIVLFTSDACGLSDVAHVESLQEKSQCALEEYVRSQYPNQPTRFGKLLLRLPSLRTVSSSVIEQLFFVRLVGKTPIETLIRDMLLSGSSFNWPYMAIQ
Shn3 3UTR inh: reduction of Shn3 3'UTR firefly luciferase signal, primary screen, Schnurri-3 inhibitor project, cell-based, Clone20 osteoblasts, set 2; Clone20 osteoblast Shn3 3'UTR firefly luciferase, 24 h; inhibition, % at 12.5 µM; actives 0.52% (n = 360,000);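 active = mean inhibition of at least 75% with every replicate also reaching 75%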;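 note: 0% = median of neutral control wells and 100% = pilot-screen positive control compound; some compounds past the cut are filed as inactive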
TWEAK Fn14 block: inhibitors of TWEAK-Fn14 signaling, primary screen, luciferase reporter cells, uHTS | actives 2% (n = 360,000) | inhibition, % at 10 µM | TWEAK-stimulated Fn14 reporter cells, luciferase luminescence, 8 h | AID 1159606, 2016; in the data active = inhibition above about 50%
KKLEB cytotox: cytotoxicity in KKLEB CF airway cells, primary screen, cytotoxicity control for CF NF-kB inhibitor project, cell-based, uHTS, fluorescence assay plates. KKLEB CF airway cells viability, ATPlite luminescence, overnight; stronger effect = lower value; cells stimulated with P. aeruginosa culture filtrate. activity change (cytotoxicity), % at 5 µM. actives 0.36% (n = 360,000). AID 602141, 2011;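 active = corrected activity change at or below -50% at 5 µM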
C8 TRAIL sens: viability loss with TRAIL in NB7+C8 cells, primary screen, TRAIL sensitizer project, cell-based, ATPlite luminescence; inhibition (viability loss, TRAIL sensitization), % at 10 µM; actives 1% (n = 360,000);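 active = compounds causing at least 50% loss of cell viability in the single-dose screen, relative to plate controls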
NCOA3 inh: SRC3 coactivator transcriptional activity inhibitors, primary screen, cell-based, luminescence; inhibition, % at 3.6 µM; HEK293 GAL4-SRC3 luciferase reporter; actives 0.17% (n = 360,000); Nuclear receptor coactivator 3 (Homo sapiens), Q9Y6Q9;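 active = inhibition above a per-campaign cutoff, the mean of all compounds plus 3 SD, cut at about 60% in these data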;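 note: 0% = DMSO-treated cells and 100% = gossypol-treated cells at 36 µM; higher means less SRC3-driven luciferase light from the GAL4 reporter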
TROY NFkB inh: inhibitors of TROY-driven NF-kB signaling, primary screen, Q293 LMP1-TROYcd cells, NF-kB luciferase, uHTS | Q293 LMP1-TROYcd NF-kB luciferase reporter, 4 h | inhibition, % at 10 µM | actives 0.98% (n = 360,000) | AID 1347056, 2019;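 active = compounds whose plate-normalised and pattern-corrected inhibition of the luciferase reporter signal at the single screening dose is 50% or more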
CF NFkB block: inhibitors of PAF-induced NF-kB signaling, primary screen, cell-based, GFP fluorescence, uHTS; AID 588850, 2011; inhibition, % at 5 µM; actives 0.86% (n = 360,000); KKLEB NF-kB-GFP reporter, GFP fluorescence overnight;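 active = at least 50% inhibition at 5 µM, scaled per plate between neutral and stimulator controls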;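 note: PAF is a Pseudomonas aeruginosa culture filtrate used as stimulus; plate controls were PAF-stimulated DMSO wells for no effect and unstimulated DMSO wells for full effect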
Starred values were filed as active, the others as inactive; . = no result given. Some of the compounds tested; rates above refer to the full screens.

SMILES	SRC1 inh	LMP1 NFkB inh	NR5A2 inv ag	COUP-TFII inh	Shn3 3UTR inh	TWEAK Fn14 block	KKLEB cytotox	C8 TRAIL sens	NCOA3 inh	TROY NFkB inh	CF NFkB block
COC(=O)c1[nH]c2ccccc2c1NC(=O)c1ccccc1F	-4	.	16	5	11	-3	-14	-2	7	-37	6
CC(C)Nc1nc(Cl)nc(NN(C)c2nc(N(C)C)nc(N(C)C)n2)n1	5	0	12	0	17	0	10	-4	12	-4	3
C[C@H](CO)N1C[C@H](C)[C@@H](CN(C)C(=O)Nc2ccc3c(c2)OCCO3)OCc2cnnn2CCCC1=O	18	-8	5	-37	-39	0	15	-13	-4	-53	-15
CCCOc1c(Br)cc(C(N)=O)cc1OCC	11	-14	7	0	1	19	-19	-5	13	7	27
CCc1cc(C(=O)OC)c(NC(=O)CCCC(=O)O)s1	5	4	-11	9	-21	-7	-4	0	1	4	5
CC(C)CNc1nc(SCC(=O)Nc2ccccc2)nc(N2CCOCC2)n1	13	0	8	6	6	6	4	-4	0	22	19
COc1cccc2nc3c(C(=O)NCCN(C)C)cccc3cc12	63*	0	23	-47	70	-74	0	8	56	-93	-117
CCOC(=O)C1CCCN(C(=O)c2ccc(N(C)C)cc2)CC1 (stereo unspecified)	-41	.	14	-16	11	6	-8	-15	2	1	19
Cc1c(COc2ccc3ccccc3c2)nnn1CC(=O)NS(=O)(=O)c1ccccc1C(F)(F)F	0	.	21	-9	-20	5	-2	-2	3	11	19
COc1ccc(-n2c(SCC(=O)Nc3nccs3)nnc2-c2ccoc2C)cc1	3	1	7	11	-2	-26	0	-13	9	5	-6
CC(=O)C1=C(O)C(=O)N(c2ccc(Br)cc2)C1c1ccc(Cl)cc1 (stereo unspecified)	-2	14	-17	-5	-6	-6	-1	10	-23	-23	-9
O=C(Nc1ccncc1)C1c2ccccc2Oc2ccccc21	8	1	1	7	10	5	-8	1	17	1	-10
CNC(=O)[C@H]1O[C@@H](n2cnc3c(NCc4cccc(I)c4)nc(Cl)nc32)[C@H](O)[C@@H]1O	-33	5	-12	-44	7	4	4	-8	-33	30	0
COc1ccc(OC)c(/C=C2\SC(N3CCCCC3)=NC2=O)c1	-32	-18	-14	-3	-4	-4	4	3	-11	-31	13
COCCn1c(SCC(=O)Nc2cccc(C)n2)nnc1-c1ccco1	-5	1	3	8	-1	15	-19	5	-2	2	3

Single records, as listed above. Order of screens: SRC1 inh | LMP1 NFkB inh | NR5A2 inv ag | COUP-TFII inh | Shn3 3UTR inh | TWEAK Fn14 block | KKLEB cytotox | C8 TRAIL sens | NCOA3 inh | TROY NFkB inh | CF NFkB block
Record of O=C(Nc1ccncc1)C1c2ccccc2Oc2ccccc21 = 8 | 1 | 1 | 7 | 10 | 5 | -8 | 1 | 17 | 1 | -10
Record of CCOC(=O)C1CCCN(C(=O)c2ccc(N(C)C)cc2)CC1 (stereo unspecified) = -41 | . | 14 | -16 | 11 | 6 | -8 | -15 | 2 | 1 | 19

Additional entries:
SMILES	SRC1 inh	LMP1 NFkB inh	NR5A2 inv ag	COUP-TFII inh	Shn3 3UTR inh	TWEAK Fn14 block	KKLEB cytotox	C8 TRAIL sens	NCOA3 inh	TROY NFkB inh	CF NFkB block
O=c1[nH]c(CSc2ncc(-c3ccc(F)cc3)n2Cc2ccco2)nc2ccccc12	3	-3	6	22	35	20	-13	3	3	-36	6
COc1ccc(-n2nc(C(=O)NCC(=O)N3CC(C)CC(C)C3)c3ccccc3c2=O)cc1 (stereo unspecified)	-6	20	10	-13	4	9	-2	1	-1	-15	1
CC1CCC(NC(=O)c2cnccn2)CC1 (stereo unspecified)	-10	-3	-11	-10	4	5	-2	-5	1	-5	2
CCOC(=O)/C(=N/Nc1ccc(Cl)cc1)S(=O)(=O)c1ccccc1	0	-29	3	-4	-20	-11	-1	5	-43	-19	0
COC(=O)c1sc2nc(-c3ccco3)ccc2c1N	-131	-32	-139	-19	-82	-38	-15	57*	-124	-15	-32
Cc1ccsc1/C=N/n1c(-c2ccncc2)n[nH]c1=S	7	5	7	2	4	15	5	-22	11	-11	10
Cc1ccc(-n2c(N)c(C(=O)NCc3ccco3)sc2=S)cc1	7	0	26	15	15	-12	-6	2	-2	-12	5
COc1ccc(NC(=O)Cc2cccs2)c(OC)c1	-8	-12	-3	-3	-17	-27	-18	2	-23	0	-5
O=S(=O)(c1ccc(Br)cc1)N1CCN(c2cc(-c3ccccc3)nc3ncnn23)CC1	7	11	16	.	50	25	2	16	15	-10	-5
CS(=O)(=O)N(CC(=O)Nc1ccc2c(c1)OCCO2)Cc1ccc(Cl)cc1	2	-6	-2	8	18	30	-5	-3	-13	33	2
CCCC(C)c1nc(C(N)=O)c2[nH]c(=O)n(-c3ccc(OC)c(OC)c3)c2n1 (stereo unspecified)	-11	-6	14	-23	4	-59	10	-8	-11	9	-12
Cc1ccc(-c2nc(CN(C)C3CCOCC3)c(C)o2)s1	3	-2	3	-8	-18	-4	-1	-11	11	14	-11
Cc1nn(-c2ccccc2)c(N2CCCC2)c1/C=N/NC(=O)c1cc(-c2ccccn2)nc2ccccc12	4	9	14	9	15	31	-7	2	18	4	40
O=C(CSc1cn(Cc2ccccc2)c2ccccc12)NCc1ccc(F)cc1	9	-9	-2	8	1	14	-20	-17	-2	6	21
CO/N=C\CC(=O)Nc1ccc(Oc2ccccc2)cc1	-4	-5	6	-28	-5	27	-6	-15	-4	10	30
O=C(Cn1cnc2ccccc21)c1ccc(Br)cc1	-44	-5	-20	-10	-10	-2	-11	8	-2	-10	19
COc1ccc(NC(=O)CSc2nnc3n2CCCCC3)cc1S(=O)(=O)N1CCOCC1	-3	-3	0	-8	-7	-1	3	7	10	-6	2
COc1ccc(C(=O)C(=O)c2ccc(OCCO)cc2)cc1	-11	-7	10	0	13	7	-5	-6	11	-2	-11
CN1CCCc2cc(C#N)c(=O)[nH]c21	-5	8	6	4	9	-9	-7	-4	1	-7	-2
CCCN(CCC)CC(O)CN(c1ccccc1)S(=O)(=O)c1ccc(C)cc1 (stereo unspecified)	8	-3	-3	-7	32	-2	-11	-9	-2	-29	0
COc1ccccc1C(=O)Nc1ccnn1C1CCN(C/C=C/c2ccc(F)cc2)CC1	3	-4	-18	-18	8	-7	-2	16	2	2	-57
O=C(CSc1nncn1-c1ccccn1)Nc1ccccc1Cl	-8	-12	-3	21	3	-25	0	-6	11	8	8
CC1CCN(C(=S)NC(=O)c2ccccc2Br)CC1	-15	2	-7	-3	-1	-4	6	-17	1	-18	0
CSc1ncc(-c2ccc(Cl)cc2)[nH]1	-97	-26	-134	-27	-49	-9	4	4	-57	-66	4
CCc1nn2c(=O)cc(CSc3nc(C)cc(=O)[nH]3)nc2s1	-20	-4	12	-24	3	-7	21	2	-10	-4	28
O=C(CCc1nnc(CCCCc2ccccc2)o1)NCCN1CCCCC1=O	-39	19	0	-3	8	-8	-3	-8	0	-4	-8
O=C(NCC1CCCO1)c1ccc(Br)c(S(=O)(=O)N2CCOCC2)c1 (stereo unspecified)	4	1	10	-4	-2	4	7	5	-3	6	29
NC(=O)COC(=O)c1ccccc1OCc1ccccc1Cl	-34	-11	-2	1	-13	14	1	-2	10	-4	14
CCN(CC)CC(=O)Nc1ccc(-c2nc3cc(NC(=O)CN(CC)CC)ccc3o2)cc1	-20	-49	43	-19	0	-111	7	7	-27	-11	-7
Cc1sc(NC(=O)c2cccc(N3C(=O)CCC3=O)c2)nc1-c1ccccc1	-13	0	0	5	-6	-2	3	50*	-4	8	-10
Cc1ccccc1NC(=O)CCC(=O)N/N=C/c1cc([N+](=O)[O-])ccc1O	21	-1	18	7	-14	18	1	2	27	7	9
CC(C)(O)C#Cc1ccc(CN2CCN(C3CCCC3)C(CCO)C2)cc1 (stereo unspecified)	-5	-8	6	-8	5	-17	8	-15	21	-16	-4
CCOc1cc(CN2CCN(c3cccc(C(F)(F)F)c3)CC2)ccc1O	2	3	6	11	19	-10	16	7	1	11	3
Cc1ccc(S(=O)(=O)N2CCC(C(=O)Nc3ccncc3)CC2)cc1	-15	-3	-9	12	5	1	4	13	-4	-17	-33
COc1cc(C(=O)Nc2nnc(Cc3ccccc3)s2)cc(OC)c1OC	12	-5	4	4	13	8	-19	-24	7	10	-9
CCC(C)NC(=O)CN(c1ccc2c(c1)OCO2)S(=O)(=O)c1c(C)n[nH]c1C (stereo unspecified)	-4	-2	12	-2	6	-26	4	-15	5	-13	5
O=C(OCc1ccccc1)N1CCOCCN(C(=O)OCc2ccccc2)CCOCC1	13	-2	-2	14	21	26	14	-6	12	-23	3
COC(=O)NCC12CC3CC(C1)CC(CNC(=O)OC)(C3)C2	-32	-16	10	10	13	-1	10	-6	-3	-12	-29
CCN(CC(=O)NCc1ccc(F)cc1)C(=O)c1ccc(C)o1	-3	-1	10	-10	4	47	-2	2	-9	20	-15

Grouped by structure: those above with an NH in an aromatic ring (eight)
SMILES	SRC1 inh	LMP1 NFkB inh	NR5A2 inv ag	COUP-TFII inh	Shn3 3UTR inh	TWEAK Fn14 block	KKLEB cytotox	C8 TRAIL sens	NCOA3 inh	TROY NFkB inh	CF NFkB block
COC(=O)c1[nH]c2ccccc2c1NC(=O)c1ccccc1F	-4	.	16	5	11	-3	-14	-2	7	-37	6
O=c1[nH]c(CSc2ncc(-c3ccc(F)cc3)n2Cc2ccco2)nc2ccccc12	3	-3	6	22	35	20	-13	3	3	-36	6
Cc1ccsc1/C=N/n1c(-c2ccncc2)n[nH]c1=S	7	5	7	2	4	15	5	-22	11	-11	10
CCCC(C)c1nc(C(N)=O)c2[nH]c(=O)n(-c3ccc(OC)c(OC)c3)c2n1 (stereo unspecified)	-11	-6	14	-23	4	-59	10	-8	-11	9	-12
CN1CCCc2cc(C#N)c(=O)[nH]c21	-5	8	6	4	9	-9	-7	-4	1	-7	-2
CSc1ncc(-c2ccc(Cl)cc2)[nH]1	-97	-26	-134	-27	-49	-9	4	4	-57	-66	4
CCc1nn2c(=O)cc(CSc3nc(C)cc(=O)[nH]3)nc2s1	-20	-4	12	-24	3	-7	21	2	-10	-4	28
CCC(C)NC(=O)CN(c1ccc2c(c1)OCO2)S(=O)(=O)c1c(C)n[nH]c1C (stereo unspecified)	-4	-2	12	-2	6	-26	4	-15	5	-13	5
